FXIa inh mix – blocks human factor XIa in pooled compound mixtures. P03951. purified FXIa, fluorogenic substrate. inhibition, % at 5 µM. 62,000 compounds, 0.19% hits;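 also: each value is inhibition by a whole ten-compound pool holding the compound; 0% = enzyme with no mixture and 100% = wells lacking enzyme; strong numbers were not always called active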
AP complement – orthogonal test for alternative complement pathway inhibitors; Human serum alternative complement pathway, LPS-coated ELISA, C3 deposition; tested in compound mixtures; inhibition, % at 5 µM; 62,000 compounds, 0.08% hits; AID 1235;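 active = inhibition above 30% in each of the two pooled mixtures holding the compound, so the lower value exceeds 30%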;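 also: 0% = serum in Mg-EGTA without compound and 100% = EDTA serum blank; some compounds past the cut are filed as inactive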
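Assay system: Human serum alternative complement pathway, C3 deposition on LPS-coated wells | Incubation: 1 h serum-compound exposure at 37 °C | Doses: 5 µM per compound in ten-compound mixtures | Read-out: Percent inhibition | Technique: ELISA with HRP anti-human C3 antibody, TMB substrate, absorbance 450 nm | Replication: Two pool placements per compound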
CatB mixtures – human cathepsin B inhibition by mixtures | 62,000 compounds, 0.06% hits | AID 488 | Purified cathepsin B, AMC dipeptide fluorescence, compound mixtures | P07858 | inhibition, %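 (ten-compound pools at 5 µM per compound and 50 µM total)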; in the data active = inhibition above about 22%, passing the limit was not always enough;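 also: 0% = enzyme without compound and 100% = no enzyme blank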
CatL inh – inhibitors of human cathepsin L; inhibition, %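 (tested at 10 µM)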; AID 460; 58,000 compounds, 0.17% hits; purified cathepsin L, fluorogenic substrate, fluorescence; P07711; in the data active = inhibition above about 45%;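 also: 0% = enzyme with no compound and 100% = no enzyme blank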
Target sequence (P07711 114-288 limits assumed): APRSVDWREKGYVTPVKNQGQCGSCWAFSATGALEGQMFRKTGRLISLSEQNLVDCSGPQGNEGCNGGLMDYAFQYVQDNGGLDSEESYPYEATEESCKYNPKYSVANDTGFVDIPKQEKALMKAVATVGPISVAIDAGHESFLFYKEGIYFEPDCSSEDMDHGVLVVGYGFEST
Target sequence (P07711 292-333 limits assumed): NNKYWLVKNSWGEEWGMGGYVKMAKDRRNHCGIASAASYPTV
CatS inh – blocks human cathepsin S protease activity; AID 501; P25774; 62,000 compounds, 0.06% hits; inhibition, %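 (tested at 5 µM per compound within 10-compound mixtures)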; recombinant cathepsin S, AMC dipeptide fluorescence, pooled mixtures; in the data active = inhibition above about 32%, passing the limit was not always enough;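 also: 0% = enzyme without compound and 100% = blank without enzyme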
Cathepsin G inh – inhibitors of human cathepsin G; P08311; purified enzyme, AMC-tetrapeptide fluorescence, pooled mixtures; inhibition, % at 5 µM (by protocol); 62,000 compounds, 0.2% hits;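 active = inhibition above 20% in each of the two mixture wells holding the compound; inactive = inhibition of 20% or less in either well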;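 also: 0% = enzyme control without mixture and 100% = blank lacking enzyme; strong numbers were not always called active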
C1s block – blocks human complement C1s protease activity; AID 538; purified C1s, fluorogenic AMC substrate, pooled mixtures; 62,000 compounds, 0.16% hits; mean inhibition % of two 10-compound mixtures (stronger effect = higher value), % at 5 µM (by protocol);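 active = inhibition above 20% in each of the two 10-compound mixture wells holding the compound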;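 also: 0% = enzyme wells lacking compound mixture and 100% = no-enzyme blank wells; some compounds called inactive have numbers as strong as hits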
Target sequence (P09871 16-437 limits assumed): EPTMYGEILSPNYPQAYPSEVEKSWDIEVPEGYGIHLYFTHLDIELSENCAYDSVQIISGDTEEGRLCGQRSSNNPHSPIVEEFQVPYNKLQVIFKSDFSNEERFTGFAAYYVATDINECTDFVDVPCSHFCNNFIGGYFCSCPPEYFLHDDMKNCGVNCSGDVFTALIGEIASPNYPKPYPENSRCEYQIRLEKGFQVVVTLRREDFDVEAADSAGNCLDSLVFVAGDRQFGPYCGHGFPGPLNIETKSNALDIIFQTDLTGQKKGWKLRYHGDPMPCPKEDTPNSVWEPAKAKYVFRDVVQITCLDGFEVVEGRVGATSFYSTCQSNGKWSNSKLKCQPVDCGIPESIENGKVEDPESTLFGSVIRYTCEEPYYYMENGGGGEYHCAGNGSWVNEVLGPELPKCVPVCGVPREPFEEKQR
Target sequence (P09871 438-688 limits assumed): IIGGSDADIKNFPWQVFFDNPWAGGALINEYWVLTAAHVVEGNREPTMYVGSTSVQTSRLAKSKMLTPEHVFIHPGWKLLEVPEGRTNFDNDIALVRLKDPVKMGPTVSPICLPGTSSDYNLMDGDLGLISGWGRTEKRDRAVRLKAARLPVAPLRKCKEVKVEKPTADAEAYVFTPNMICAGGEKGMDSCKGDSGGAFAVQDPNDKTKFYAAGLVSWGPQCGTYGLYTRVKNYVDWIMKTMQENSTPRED
CatB block – inhibitors of human cathepsin B; 63,000 compounds, 0.1% hits; inhibition, %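 (tested at 10 µM)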; P07858; purified cathepsin B, fluorogenic substrate, fluorescence; AID 453; in the data active = inhibition above about 21%;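 also: 0% = enzyme with no compound and 100% = no enzyme blank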
FXIIa inh mix – inhibitors of human coagulation factor XIIa, pooled mixtures; P00748; purified FXIIa, fluorogenic substrate; inhibition, % at 5 µM; 62,000 compounds, 0.2% hits; AID 684;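 also: 0% = enzyme without compound and 100% = no enzyme blank; some results filed as inactive read as strong as hits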
The depositor's hits bear a star; · = not tested or not shown. Rule as the data show it, unless noted: active = inhibition above about 20% (passing the limit was not always enough); inactive = the rest. Only part of the results is shown, so the mix of outcomes need not match the whole.

SMILES | FXIa inh mix | AP complement | CatB mixtures | CatL inh | CatS inh | Cathepsin G inh | C1s block | CatB block | FXIIa inh mix
Cn1c(=O)c2c(nc(CN3CCN(C(=O)c4ccco4)CC3)n2Cc2cccc(Cl)c2)n(C)c1=O | 10 | 6 | 3 | -17 | -2 | 12 | 19 | 0 | -15
CCCOC(=O)Cc1c(O)c2ccccc2[nH]c1=O | 8 | 4 | 9 | · | 18 | 4 | 4 | 0 | 3
CCOc1cc2[nH]c(=O)n(CCCCC(=O)NC3CCCCC3)c(=O)c2cc1OCC | 6 | 0 | -2 | 5 | -3 | 7 | 6 | 5 | 2
Cc1ccc(S(=O)(=O)Cc2ccc(C(=O)N3CCCC3)o2)cc1 | 4 | 19 | 2 | · | -1 | -1 | 1 | -4 | -17
Cc1cc(=O)n2c(-c3ccccc3C)n[nH]c2n1 | 1 | 2 | 6 | 6 | 0 | 13 | 12 | 1 | 2
CCCCC(=O)Nc1ccc(N2CCN(S(C)(=O)=O)CC2)cc1 | 5 | 19 | -5 | -16 | -6 | -2 | -5 | -4 | -13
Cc1ccc2c(C(=O)CN3CCCCC3CCO)c(C)[nH]c2c1 (centres undefined) | 8 | 3 | 30* | -3 | 21 | 1 | 1 | 4 | -18
CCCCOC(=O)CSc1nc2c(c(=O)[nH]c(=O)n2C)n1C/C=C(\C)Cl | 6 | 10 | 2 | -1 | -3 | 6 | 10 | 1 | 5
CC(Sc1nncn1C)C(=O)Nc1nnc(C(C)C)s1 (centres undefined) | 13 | 1 | 3 | 12 | 13 | 10 | 10 | 3 | 8
O=C(Oc1cccc(Br)c1)c1cccnc1 | 3 | -1 | 1 | 0 | 1 | -6 | -20 | 4 | 0
CCCOCCOC(=O)c1[nH]c2c(c1C)C(=O)CC(c1cc(OC)ccc1OC)C2 (centres undefined) | 5 | 11 | 1 | 1 | -4 | 9 | 17 | 2 | 8
CC1(C(=O)NC2CCCCCCC2)CCC(=O)N1Cc1cccnc1 (centres undefined) | 9 | -6 | 5 | 8 | 14 | 17 | 43 | 8 | 5
Cc1cc(C)n2nc(SCC(=O)c3cc(C)n(-c4cc(C)on4)c3C)nc2n1 | 6 | -6 | 0 | -4 | -2 | -8 | -13 | 2 | 2
CC1CCN(C(=O)c2cc(-c3ccc(Cl)c(Cl)c3)on2)CC1 | 7 | -1 | 2 | 8 | -3 | 11 | 13 | 1 | 0
O=C(NCCn1cccc1)c1cccc2ccccc12 | 2 | 30 | 4 | -3 | 4 | 10 | 15 | 2 | -12
COc1ccc(S(=O)(=O)Nc2ccccc2C(=O)OC2CCCN(C)C2)cc1OC (centres undefined) | 4 | 15 | 5 | 4 | 1 | 12 | 8 | 4 | 4
O=S(=O)(NCCc1ccccc1)c1cccc(S(=O)(=O)N2CCOCC2)c1 | 3 | -5 | 1 | 10 | 3 | -7 | -11 | 5 | 1
CCOC(=O)C1CCCN(C(=O)c2cc(Cl)ccc2Cl)C1 (centres undefined) | 8 | 4 | -2 | 8 | 14 | 5 | 3 | 1 | 1
COC(=O)c1ccc(CNC(=O)CSc2nc3sc(C)c(C)c3c(=O)n2C)o1 | -6 | 3 | -8 | -3 | -6 | 4 | -4 | 0 | 0
Cc1ccc(NC(=O)C2(N(C(=O)Cn3nnnc3N)c3ccc(C)cc3)CCCCC2)cc1 | 7 | 1 | -1 | 11 | 6 | -3 | 0 | 5 | 5
Clc1cc(Cl)c2nc(N3CCOCC3)sc2c1 | 5 | 13 | 0 | 2 | -4 | 3 | -24 | 3 | 4
O=C(CSc1nnc(Cc2cccs2)n1C1CCCCC1)N1CCCc2ccccc21 | 14 | 18 | 8 | 3 | 1 | 0 | 3 | -5 | 9
COc1ccccc1Cn1c(=O)c2ccccc2n2c(Sc3ncnc4sccc34)nnc12 | 0 | 3 | 2 | 12 | 9 | 14 | 18 | 6 | -1
c1ccc(SCc2nc(-c3ccccn3)no2)cc1 | -1 | 8 | 4 | 2 | 10 | 10 | 9 | 0 | 3
COc1ccc(S(=O)(=O)NC(CC(=O)N2CCc3ccccc32)c2ccco2)cc1 (centres undefined) | 7 | 10 | 0 | 49* | 6 | 2 | 3 | 0 | -3

Quoted at random: 4 compounds from above.
SMILES | FXIa inh mix | AP complement | CatB mixtures | CatL inh | CatS inh | Cathepsin G inh | C1s block | CatB block | FXIIa inh mix
Cn1c(=O)c2c(nc(CN3CCN(C(=O)c4ccco4)CC3)n2Cc2cccc(Cl)c2)n(C)c1=O | 10 | 6 | 3 | -17 | -2 | 12 | 19 | 0 | -15
Cc1ccc(S(=O)(=O)Cc2ccc(C(=O)N3CCCC3)o2)cc1 | 4 | 19 | 2 | · | -1 | -1 | 1 | -4 | -17
CCCOCCOC(=O)c1[nH]c2c(c1C)C(=O)CC(c1cc(OC)ccc1OC)C2 (centres undefined) | 5 | 11 | 1 | 1 | -4 | 9 | 17 | 2 | 8
O=C(Oc1cccc(Br)c1)c1cccnc1 | 3 | -1 | 1 | 0 | 1 | -6 | -20 | 4 | 0

More structures follow:
SMILES | FXIa inh mix | AP complement | CatB mixtures | CatL inh | CatS inh | Cathepsin G inh | C1s block | CatB block | FXIIa inh mix
COc1cccc(C2=NOC(C(=O)N3CCN(Cc4ccccc4)CC3)C2)c1OC (centres undefined) | 8 | 13 | 6 | 6 | -1 | 2 | 5 | -3 | 8
COc1ccc(C2CC(c3cccs3)n3nc(N)nc3N2)cc1 (centres undefined) | -15 | -6 | 0 | 13 | 4 | -9 | -40 | -1 | 10
Cc1onc(-c2c(F)cccc2Cl)c1C(=O)Nc1c(C)n(C)n(-c2ccccc2)c1=O | -7 | 4 | 1 | 6 | 5 | 0 | -32 | 2 | -19
Cc1cc2oc(=O)cc(CN3CCCCC3)c2cc1C(C)C | 4 | -4 | -1 | 11 | -2 | 5 | -3 | 1 | 8
CC(=O)N1C(=O)N(C)C2C1N(C(C)=O)C(=O)N2C (centres undefined) | 6 | -6 | 5 | 13 | 18 | 12 | 16 | 7 | 4
O=C(O)c1cccc(N2C(=O)C3CC=C(Cl)CC3C2=O)c1 (centres undefined) | -2 | 23 | 1 | 2 | -16 | 3 | -14 | 0 | 10
COCCn1c(C2CCCCC2)nc2sc3ccccc3c(=O)c2c1=O | 4 | 0 | 0 | 2 | 2 | -1 | -16 | 4 | -1
CC1(C)CC(=O)C(CC2=C(O)CC(C)(C)CC2=O)=C(O)C1 | 11 | 16 | 5 | 0 | -19 | -3 | 5 | -4 | 6
CC1(c2ccccc2)CC(c2ccccc2)=Nc2nonc2N1 (centres undefined) | 11 | -2 | 9 | 3 | 6 | 1 | -23 | 10 | 1
O=C(Nc1ccc(Nc2ccccc2)cc1)c1ccco1 | 4 | 3 | 2 | · | 0 | 12 | 17 | · | -4
CCN(C(=O)Cc1cccs1)c1nnc(-c2cc(OC)c(OC)c(OC)c2)s1 | 6 | 9 | 1 | · | -6 | -1 | -10 | 3 | 6
Cc1cc(=O)oc2cc(OCC(=O)N3CCCc4ccccc43)ccc12 | 4 | 5 | 5 | -2 | -4 | -2 | -16 | -5 | 3
CCCCNC(=O)c1c(N)n(/N=C/c2ccccn2)c2nc3ccccc3nc12 | 3 | 23 | 3 | · | 0 | 11 | 51 | 4 | 0
COc1c2c(nc3ccccc13)OC(C(C)(O)COC(C)=O)C2 (centres undefined) | 3 | 8 | -2 | 15 | -1 | 0 | -17 | 1 | 5
CN(CC(O)COCc1cccs1)C1CCCCC1 (centres undefined) | -31 | 4 | -15 | 10 | -32 | -17 | -170 | 3 | -15
O=C(c1ccc(COCC(F)(F)F)o1)N1CCCCCC1 | 1 | 13 | -1 | 8 | 40 | -4 | -3 | 1 | 7
Cc1cc(C)n2nc(CC(=O)NC3CCCC(C)C3C)nc2n1 (centres undefined) | 7 | 2 | 3 | · | 1 | 12 | 15 | 1 | 10
Cc1ccc(N=C2NC(=O)CS2)c(C)c1 | 8 | 17 | 6 | 26 | -4 | -7 | 0 | -1 | 5
CN(C)c1ccc(N=Cc2nc(-c3ccccc3)oc2O)cc1 | 6 | 9 | 7 | 13 | 4 | 14 | 19 | 3 | 0
CN(C)c1ccc(C(=O)C(O)c2ccc(C(C)(C)C)cc2)cc1 (centres undefined) | 8 | 4 | 3 | 17 | 11 | 9 | 15 | -2 | 3
CC(=O)Nc1ccc(S(=O)(=O)N2CCC(NC(C)=O)(c3cccc(F)c3)CC2)cc1 | 2 | 17 | 6 | 19 | -6 | -5 | 1 | -1 | -1
COc1ccc(-c2nc(C#N)c(NCc3ccccc3Cl)o2)cc1OC | -1 | -16 | 1 | 9 | 11 | -6 | -23 | 11 | 1
Cc1ccc(S(=O)(=O)N2CCN(C(=O)c3cccc(F)c3)CC2)cc1 | 5 | 0 | 8 | 6 | 17 | 0 | 4 | 1 | 2
CCOC(=O)C1CCN(C2CC(=O)N(c3cccc(Cl)c3)C2=O)CC1 (centres undefined) | -1 | 9 | 1 | 16 | 4 | 9 | 1 | 5 | -3
Cc1ccc(NC(=O)N(Cc2ccco2)C(C)c2ccco2)cc1C (centres undefined) | 5 | 16 | 1 | -1 | 17 | 1 | -1 | 3 | 8

(listing goes on)
SMILES | FXIa inh mix | AP complement | CatB mixtures | CatL inh | CatS inh | Cathepsin G inh | C1s block | CatB block | FXIIa inh mix
CCCCCn1c(CN2CCN(C(=O)c3ccco3)CC2)nc2c1c(=O)n(C)c(=O)n2C | -6 | -12 | 2 | 39 | 8 | -7 | -4 | 2 | 11
COC(=O)C(CCSC)NC(=O)C(NC(=O)C1CCC(C)CC1)C(C)C (centres undefined) | 4 | 14 | 4 | 7 | 0 | 11 | 15 | 0 | -15
COc1ccc(S(=O)(=O)NCC2CCC(C(=O)N3CCC4(CC3)OCCO4)CC2)cc1 (centres undefined) | 3 | 10 | 1 | 2 | 5 | 6 | -3 | 1 | 0
O=C(NCc1cccs1)c1cnc2sccn2c1=O | 13 | 6 | 0 | 2 | 14 | 2 | 2 | 1 | 8
C=CCN(CC=C)C(=O)c1ccncc1 | 3 | 7 | 2 | -4 | -9 | -3 | -13 | 4 | 3
C=CCn1c(SCC(=O)NCC2CCCO2)nc2scc(-c3ccco3)c2c1=O (centres undefined) | 2 | 10 | -12 | 6 | -4 | 11 | 4 | 1 | 3
COC(=O)c1ccc(Cl)c(NC(=O)CN(c2ccc3c(c2)OCO3)S(C)(=O)=O)c1 | -5 | 4 | -3 | -7 | 2 | -10 | -121 | -1 | -1
Cc1cc2ncn(C(=O)c3c(-c4ccccc4)noc3C)c2cc1C | 12 | 0 | 11 | 11 | -4 | 24 | 13 | 0 | 3
COc1ccc(NC(=O)CSc2nnc(-c3cccs3)n2Cc2ccco2)cc1OC | 0 | 6 | 1 | -5 | 2 | 0 | 3 | 3 | 4
COc1ccc(-n2c(SCC(=O)N3CCCC3)nc3c([nH]c4ccccc43)c2=O)cc1 | 0 | 7 | 1 | · | -2 | -2 | -4 | -1 | 12
CCCc1nc2oc3c(NCCN(C)C)ncnc3c2c2c1CCCC2 | 5 | 14 | 4 | 15 | 19 | 9 | 14 | 4 | 0
O=C(Nc1ccc2c(c1)OCO2)C1Cc2ccccc2CN1S(=O)(=O)c1cccs1 (centres undefined) | 1 | -9 | -1 | -2 | 6 | 3 | -3 | -2 | -1
Cc1cc(NC(=O)CSc2nnc(-c3ccc(S(=O)(=O)N4CCCC4)cc3)n2C)no1 | 0 | 10 | -4 | 8 | 3 | 12 | -1 | 2 | -2
O=C(Cn1cc2c(n1)CCCCC2)NCc1ccccn1 | 7 | -2 | 1 | 15 | 19 | -6 | -5 | 5 | 1
O=C(COC(=O)c1cccs1)c1ccc2c(c1)OCCO2 | 4 | 13 | 5 | -7 | -2 | 11 | -30 | 3 | 2
COC(=O)NCCOc1cc(C)ccc1C | 6 | 11 | -1 | 10 | 9 | -1 | -1 | 3 | 3

Screening data from PubChem BioAssay.
